High-throughput results as filed in PubChem.
Pemphigus Ab inh = blocks pemphigus antibody binding to human desmoglein-3 | P32926 | 310,000 tested, 0.48% active | DSG3-coupled beads, scFv-anti-DSG3-GFP binding, flow cytometry; stronger effect = lower value | binding (percent of control), % at 10 µM;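 active = binding more than 3 SD below its plate's average and above zero; inconclusive = below that plate limit but binding exactly zero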;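 also: hits lower antibody fragment binding to DSG3; some compounds called inactive have numbers as strong as hits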
Target sequence (P32926 whole entry, looked up, the tested form may be a part): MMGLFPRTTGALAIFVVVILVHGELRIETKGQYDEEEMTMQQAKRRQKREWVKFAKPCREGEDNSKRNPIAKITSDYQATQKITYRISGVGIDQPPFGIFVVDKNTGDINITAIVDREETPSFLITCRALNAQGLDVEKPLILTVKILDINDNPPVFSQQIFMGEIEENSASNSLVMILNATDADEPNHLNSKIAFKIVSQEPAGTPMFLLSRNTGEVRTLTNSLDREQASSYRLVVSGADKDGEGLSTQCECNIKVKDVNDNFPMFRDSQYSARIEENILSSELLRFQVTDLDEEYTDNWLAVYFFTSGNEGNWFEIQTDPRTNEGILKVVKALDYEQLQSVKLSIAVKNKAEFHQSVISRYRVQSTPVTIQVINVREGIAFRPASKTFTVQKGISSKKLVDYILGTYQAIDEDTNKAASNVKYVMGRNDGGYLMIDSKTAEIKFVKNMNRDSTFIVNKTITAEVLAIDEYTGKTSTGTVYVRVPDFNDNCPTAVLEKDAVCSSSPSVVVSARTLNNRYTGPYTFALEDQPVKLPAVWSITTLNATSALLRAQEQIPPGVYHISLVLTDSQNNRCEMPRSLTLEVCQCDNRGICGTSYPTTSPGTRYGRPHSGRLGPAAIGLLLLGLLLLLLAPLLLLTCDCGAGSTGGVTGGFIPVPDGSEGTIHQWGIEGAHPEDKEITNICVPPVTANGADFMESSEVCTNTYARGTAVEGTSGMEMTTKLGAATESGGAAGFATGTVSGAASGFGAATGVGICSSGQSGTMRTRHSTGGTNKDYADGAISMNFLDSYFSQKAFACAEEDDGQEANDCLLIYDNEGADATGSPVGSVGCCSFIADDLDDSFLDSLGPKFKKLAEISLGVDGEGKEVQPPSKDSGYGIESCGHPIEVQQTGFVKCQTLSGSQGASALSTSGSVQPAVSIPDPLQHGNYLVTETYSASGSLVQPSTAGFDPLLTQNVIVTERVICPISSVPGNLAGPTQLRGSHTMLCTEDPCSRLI
LANA DNA inh = KSHV C-LANA DNA binding inhibition; MBP-C-LANA/FAM-LBS DNA binding, fluorescence polarization; AID 504423; 340,000 tested, 0.078% active; inhibition, % at 9 µM;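 active = highest replicate inhibition at or above 60% at 9 µM, even if other replicates fall short; inactive = all replicates below 60% inhibition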;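 also: 0% = neutral control wells and 100% = 4 µM acridine orange control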
Keap1-Nrf2 PPI = disrupts human Keap1 binding to Nrf2 peptide | Q14145 | AID 504523 | Keap1 Kelch-Nrf2 peptide fluorescence polarization, 1536-well | 340,000 tested, 0.15% active | inhibition, % at 9.4 µM; in the data active = inhibition above about 12%; inconclusive = no clear call, values can overlap the other calls; inactive = below about 7.3%;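 also: human Keap1 Kelch domain with fluorescein labeled Nrf2 9mer peptide probe; 0% = neutral control wells and 100% = peptide positive control; higher means more block of Keap1 binding to Nrf2 peptide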
cardiac RTF act = increases calcium sensitivity of human cardiac regulated thin filaments; P19429+P45379; IANBD-labeled TnC RTF fluorescence at EC20 calcium; 0% EC20 calcium, 100% full calcium; activation, % at 7.2 µM; 340,000 tested, 0.24% active; AID 493008;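 active = activation above the mean over all tested compounds plus 3 SD, cut at about 30% in these data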;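 also: rise in fluorescence read as greater calcium sensitivity of cardiac thin filaments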
V-ATPase pH = regulators of yeast V-ATPase proton transport; response, % at 10 µM; 350,000 tested, 0.37% active; S. cerevisiae, pHLuorin cytosolic pH fluorescence; in the data active = response mostly above about 7.3%, no sharp cut-off; inactive = mostly below about 5.4%; also: actives read high; inactives centre near 0; some compounds called inactive have numbers as strong as hits; reference of the scale not given here
Cardiac RTF inh = cardiac RTF calcium desensitization. P19429+P45379. IANBD-labeled cardiac RTF, Ca2+ fluorescence. inhibition, % at 7.15 µM. 340,000 tested, 0.12% active;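 active = inhibition above the mean inhibition of all tested compounds plus 3 SD, cut at about 17% in these data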;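 also: assay run at fixed EC70 calcium of 1.6 mM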
Wnt act = Wnt/beta-catenin pathway activation. AID 743398. 300,000 tested, 1.2% active. Wnt/beta-catenin reporter cell assay, activator, plate reader. activation, % at 9.35 µM; in the data active = activation above about 30%, passing the limit was not always enough; inconclusive = no clear call, values can overlap the other calls;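 also: 0% = neutral control wells and 100% = positive control wells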
Arrestin-AP2 inh = human beta-arrestin and AP2 interaction inhibition. FITC-arrestin peptide / GST-AP2 beads, flow cytometry; AP2 beta2 appendage carries R879A mutation. inhibition, % at 10 µM. 340,000 tested, 0.31% active;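 active = inhibition above a set limit, near 3 SD of compounds lacking own fluorescence, cut at about 54% in these data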;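 also: plate controls were DMSO wells for no effect and 5 µM unlabelled arrestin peptide for full effect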
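Test system: GST-tagged AP2 beta2-adaptin appendage (R879A) on 4 µm glutathione beads; also added: fluorescein-tagged arrestin peptide at 50 nM final; timing: 12 min plus 1 h, RT; signal: flow cytometry, FL1 (488/535 nm); read-out: percent drop in bead-associated FITC signal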
MOR-DOR inv ag = inverse agonist of human OPRM1-OPRD1 heterodimerization; 340,000 tested, 0.21% active; inhibition, % at 9.3 µM; cell-based MOR-DOR heterodimer luminescence, inverse agonism; P35372+P41143; in the data active = inhibition above about 22%, passing the limit was not always enough;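 also: 0% = cells with DMSO and 100% = wells without cells with DMSO; values of inactives mirror those of a sister screen read the other way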
MOR-DOR ag = agonists of human mu-delta opioid receptor heterodimerization; P35372+P41143; cells, OPRM1-OPRD1 heterodimerization, luminescence; activation, % at 9.3 µM; 340,000 tested, 0.3% active; in the data active = activation above about 18%;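 also: 0% = vehicle-treated cells and 100% = reference agonist; values of inactives mirror those of a sister screen read the other way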
Active calls of the source: *; ? = inconclusive; / = no result given.

Results follow in this order: Pemphigus Ab inh, LANA DNA inh, Keap1-Nrf2 PPI, cardiac RTF act, V-ATPase pH, Cardiac RTF inh, Wnt act, Arrestin-AP2 inh, MOR-DOR inv ag, MOR-DOR ag
1	CN(c1ccccc1)S(=O)(=O)c1cccc(C(=O)NCC(=O)Nc2ccc(F)c(F)c2F)c1
→ 72, -0.9, -4, 2, -2, -3, 2, -7, 5, -1.2
2	Cn1c(NC(=O)CCC2CCCCC2)cc(=O)n(C)c1=O
→ 103, 0.0, 4, 0, 2, -5, -2, 6, -13, 2.4
3	Cc1ccc(CC(=O)Nc2nnc(-c3ccc(F)cc3)o2)c(C)c1
→ 101, 1.2, 2, -2, 0, -12, /, 32, 10, -1.9
4	N/C(=N\OC(=O)COc1ccc2ccccc2c1)c1cccnc1
→ 102, -0.1, -3, 4, 2, -4, /, -5, -13, 2.4
5	COCCCNC(=S)N1CCCN(c2nc3c(C)c(C)ccc3cc2C#N)CC1
→ 105, 0.1, -3, -3, -4, -2, -5, 6, 18, -3.2
6	O=C(Nc1ccccc1Cl)NC1(C(=O)NCc2cccnc2)CCCCC1
→ /, 0.5, -2, 0, 2, 2, -1, 0, 7, -0.9
7	O=C(CCCc1ccccc1)Nc1ccnn1C1CCN(Cc2ccccc2F)CC1
→ 103, -0.5, 5, 3, 1, -7, -1, 1, 12, -2.2
8	Cc1cccc(NC(=O)CSc2nnc(-c3ccco3)c(-c3ccco3)n2)c1C
→ /, 12, 3, -12, 0, 0, /, 17, -12, 2.0
9	O=C(CCSc1nnc(-c2ccncc2)o1)Nc1cccc2ccccc12
→ 107, 0.3, -5, 9, -5, 5, /, -5, 9, -1.6
10	O=CN1CCN(C(=O)c2ccccc2F)CC1
→ 103, 1.4, 3, 0, -2, -12, -1, 3, 7, -1.4
11	CCOC(=O)Nc1ccc(S(=O)(=O)N2CCC(C)CC2)cc1
→ 98, 0.0, 3, -3, 4, -4, -1, 7, 8, -1.7
12	CC1CCN(C(=O)c2ccccc2NS(=O)(=O)c2ccccc2)CC1
→ 106, -1.0, -2, -2, -5, 2, 3, 4, 10, -1.9
13	CSc1ccc(/C=N/NC(=O)CN2CCN(Cc3ccc(Cl)cc3)CC2)cc1
→ 104, -0.1, 1, -2, 0, 6, -2, 16, -11, 2.1
14	CC1(C)CC2CC(C)(CN2C(=O)COC(=O)c2ccc(Cl)c(N)c2)C1 (stereo not drawn)
→ 102, -0.2, 4, -6, -1, -2, -5, -4, -7, 1.4
15	Cc1cc(N2CCN(c3ccccc3)CC2)nc(-c2ccccc2O)n1
→ 101, -0.8, 0, 4, 1, -3, -4, 3, 6, -1.1
16	Cc1ccccc1C(=O)c1c[nH]c(C(=O)N2CCN(c3ccccc3F)CC2)c1
→ 111, 2.8, -4, -1, 2, 13, -1, 4, -18, 3.7
17	Cc1csc(=O)n1CC(=O)OC(C)C(=O)Nc1ccc(N(C)C)cc1 (stereo not drawn)
→ 104, 0.8, -7, 9, 3, 3, -4, 12, -10, 1.5
18	COc1cccc(NC(=O)c2cnc[nH]2)c1
→ 91, 0.9, -5, 4, -2, -5, 5, -4, 13, -2.4
19	CCN(CC(=O)Nc1c(F)cccc1F)C(=O)Cc1cccs1
→ 105, -2.6, 0, -2, 4, -42, 1, 7, 9, -1.8
20	CSc1nsc(/C=C/Nc2ccc(C(=O)O)cc2)c1C#N
→ 90, -2.2, -9, 9, -3, -9, 0, 2, -5, 1.1

The closing two records of the section above come first, to join the parts.
Results follow in this order: Pemphigus Ab inh, LANA DNA inh, Keap1-Nrf2 PPI, cardiac RTF act, V-ATPase pH, Cardiac RTF inh, Wnt act, Arrestin-AP2 inh, MOR-DOR inv ag, MOR-DOR ag
19	CCN(CC(=O)Nc1c(F)cccc1F)C(=O)Cc1cccs1
→ 105, -2.6, 0, -2, 4, -42, 1, 7, 9, -1.8
20	CSc1nsc(/C=C/Nc2ccc(C(=O)O)cc2)c1C#N
→ 90, -2.2, -9, 9, -3, -9, 0, 2, -5, 1.1
21	Cc1nn(-c2ccccc2)c2[nH]c(=O)c(CNc3ccc4c(c3)OCCO4)cc12
→ 104, -2.0, -3, 5, 0, -5, 0, 15, -4, 0.7
22	COc1ccc(-n2nc3c(=O)[nH][nH]c3cc2=O)cc1
→ 93, 1.3, -1, -7, -2, -1, 0, 22, 1, -0.1
23	Cc1[nH]nc(N=CC2=C(O)CC(C)(C)CC2=O)c1-c1ccc(Cl)cc1
→ 101, -0.5, 1, 3, 0, -3, 4, -7, -25, 5.2
24	Cc1cc(C=O)c(C)n1-c1ccc(Cl)c(C(=O)O)c1
→ 102, 22, 0, /, 3, /, -5, 1, /, /
25	COCCCNc1oc(-c2ccccc2F)nc1C#N
→ 112, -1.0, -2, 1, -2, 0, 11, 1, 8, -1.5
26	CCOc1ccc(NC(=S)N(CCOC)C2CCN(C(C)C)CC2)cc1
→ 115, 5.2, -2, 1, 2, -13, 3, -11, 7, -1.6
27	Cc1ccc(NC(=O)Cn2ncc3c([nH]c4ccccc43)c2=O)cc1Cl
→ /, 1.8, 3, 2, 0, -8, -5, 25, 4, -0.8
28	CC[C@]12c3[nH]c4ccc(OC)cc4c3CCN1C(=O)C(CC(=O)NCC13CC4CC(CC(C4)C1)C3)C[C@@H]2C(=O)N1CCN(C(=O)c2ccco2)CC1 (stereo partly drawn)
→ 94, 0.1, -4, -8, 4, -6, /, 36, 10, -2.0
29	O=C(CCSCc1cccc(F)c1)NCc1ccc(F)cc1
→ 98, -0.9, 3, 5, -2, -12, -1, 20, -2, 0.5
30	Cc1cc(C)n(C(=O)CCN2C(=O)c3ccccc3C2=O)n1
→ 101, -1.7, -1, 8, -1, -16, /, -7, 3, -0.5

The last 4 compounds of the section before open the next one.
Results follow in this order: Pemphigus Ab inh, LANA DNA inh, Keap1-Nrf2 PPI, cardiac RTF act, V-ATPase pH, Cardiac RTF inh, Wnt act, Arrestin-AP2 inh, MOR-DOR inv ag, MOR-DOR ag
27	Cc1ccc(NC(=O)Cn2ncc3c([nH]c4ccccc43)c2=O)cc1Cl
→ /, 1.8, 3, 2, 0, -8, -5, 25, 4, -0.8
28	CC[C@]12c3[nH]c4ccc(OC)cc4c3CCN1C(=O)C(CC(=O)NCC13CC4CC(CC(C4)C1)C3)C[C@@H]2C(=O)N1CCN(C(=O)c2ccco2)CC1 (stereo partly drawn)
→ 94, 0.1, -4, -8, 4, -6, /, 36, 10, -2.0
29	O=C(CCSCc1cccc(F)c1)NCc1ccc(F)cc1
→ 98, -0.9, 3, 5, -2, -12, -1, 20, -2, 0.5
30	Cc1cc(C)n(C(=O)CCN2C(=O)c3ccccc3C2=O)n1
→ 101, -1.7, -1, 8, -1, -16, /, -7, 3, -0.5
31	CCOC(=O)C1=CN(CC)S(=O)(=O)NC1c1cccc(OC)c1 (stereo not drawn)
→ 94, -1.7, 6, -5, -2, -2, -1, 2, 11, -2.2
32	[C-]#[N+][C@H](O[C@@H]1O[C@H](CO)[C@@H](O)[C@H](O)[C@H]1O)c1ccccc1
→ 96, 0.1, 2, 0, 1, -2, -2, 5, 5, -0.9
33	N#Cc1ccc(NC(=O)CSc2nc3[nH]c(=O)cc(O)c3s2)cc1
→ /, -2.6, -5, 0, 7, -8, 5, 24, 10, -2.4
34	O=C(Nc1ccccc1Sc1ccccc1)C1CCCO1 (stereo not drawn)
→ 89, 0.4, -1, -3, 0, -1, 2, 29, -2, 0.4
35	N#C/C(=C/c1ccc(-c2cc([N+](=O)[O-])ccc2Cl)o1)C(N)=O
→ 75*, 1.0, -7, -1, 3, -6, -1, -2, -19, 3.8
36	COC(=O)c1cc(S(=O)(=O)N2CCN(Cc3ccccc3)CC2)c[nH]1
→ 109, 0.8, 3, -3, -4, -11, -2, -45, 9, -1.8
37	COc1cc([N+](=O)[O-])ccc1NC(=O)COC(=O)C=C(C)C
→ 105, -0.7, 2, -4, 0, -2, 2, 14, -7, 1.4
38	CCCN1CCn2c3c(c4cc(Br)ccc42)CCCC31 (stereo not drawn)
→ 97, -1.1, 1, 3, 0, -5, 5, 34, 0, 0.1
39	O=[N+]([O-])c1cc(-c2ncccn2)c([N+](=O)[O-])s1
→ 96, 0.2, -5, 2, 1, -10, 1, 30, -8, 1.6
40	Cc1nc(-c2cccc(NC(=O)C3CCCCC3)c2)cs1
→ 101, 0.7, ?, 3, 1, -11, 1, 9, 7, -1.3

Reprinted at random: 2 compounds from above
Results follow in this order: Pemphigus Ab inh, LANA DNA inh, Keap1-Nrf2 PPI, cardiac RTF act, V-ATPase pH, Cardiac RTF inh, Wnt act, Arrestin-AP2 inh, MOR-DOR inv ag, MOR-DOR ag
34	O=C(Nc1ccccc1Sc1ccccc1)C1CCCO1 (stereo not drawn)
→ 89, 0.4, -1, -3, 0, -1, 2, 29, -2, 0.4
40	Cc1nc(-c2cccc(NC(=O)C3CCCCC3)c2)cs1
→ 101, 0.7, ?, 3, 1, -11, 1, 9, 7, -1.3

The results go on.
Results follow in this order: Pemphigus Ab inh, LANA DNA inh, Keap1-Nrf2 PPI, cardiac RTF act, V-ATPase pH, Cardiac RTF inh, Wnt act, Arrestin-AP2 inh, MOR-DOR inv ag, MOR-DOR ag
41	Cc1nc2nc(-c3cccs3)[nH]c2cc1Br
→ 97, -0.8, 4, -2, -2, 13, 66*, 12, -23, 4.5
42	CCN1CCc2c(sc(NC(=S)NC(=O)c3ccco3)c2C(N)=O)C1
→ 99, /, /, /, -2, /, -4, 9, /, /
43	CCOC(CCn1c(SCc2cccc([N+](=O)[O-])c2)nc2ccccc2c1=O)OCC
→ 103, 0.7, -6, -2, -1, -12, -3, -6, -1, 0.1
44	CCOc1cc(CNn2c(C)nnc2SCC(=O)NC(C)(C)C)ccc1OCC(=O)NC(C)(C)C
→ 102, 0.7, -3, 1, 2, -6, 0, -3, 14, -2.9
45	Cc1ccc(NC(=O)c2ncn(CC(=O)NCc3nc4ccccc4[nH]3)n2)cc1C
→ 107, -0.3, -7, 1, 1, -5, -1, 6, 10, -2.0
46	Cc1cccc2cc3c(N)c(C#N)sc3nc12
→ 102, 3.1, 3, 4, -1, -3, -4, -5, -35, 6.4
47	Cc1nn(CC(=O)NNC(=O)c2cccc(Br)c2)c(C)c1[N+](=O)[O-]
→ 92, 0.1, -5, -4, -2, 1, -3, 1, 17, -3.3
48	Cc1c(CC=C(Cl)Cl)c(=O)[nH]c2c(C)cccc12
→ 92, 0.2, 0, 0, 0, -3, -3, 43, 19, -3.8
49	COC(=O)c1[nH]c2cc(OC)ccc2c1NC(=O)c1c(F)cccc1F
→ 104, -0.7, -5, -3, 3, 8, -3, -10, 7, -1.3
50	CCOc1ccc(N2C(=O)CC(NCC#N)C2=O)cc1 (stereo not drawn)
→ 96, 1.0, 2, 4, -6, 1, -1, -16, 16, -3.2
51	CCOC(=O)c1ccc(NC(=O)C2CCC(CNc3c(N4CCOCC4)c(=O)c3=O)CC2)cc1 (stereo not drawn)
→ 89, 0.0, 0, 4, -4, -13, 6, 12, -9, 1.7
52	CC1(C)C(=O)OC(c2cccc([N+](=O)[O-])c2)C2(CCCCC2)C1=O (stereo not drawn)
→ 100, -1.8, -1, -3, -1, 3, -1, -4, -17, 2.4
